SMARCA2 act: increases SMARCA2 function in MMTV reporter cells; MG213 cells, MMTV-luciferase reporter, dexamethasone, overnight; activation, % at 9.1 µM; hit rate 1% among 370,000; AID 652017; in the data active means activation above about 7.8%;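 further: 0% = vehicle wells and 100% = reference activator wells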
KLK7 zymogen act: proKLK7 (human) activation, primary screen. purified proKLK7, EDANS-DABCYL substrate fluorescence; 100% is mature enzyme control, 0% vehicle. hit rate 0.9% among 370,000. activation, % at 7 µM. P49862;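 active means activation above the mean of all tested compounds plus 3 SD, computed per campaign excluding outliers beyond control limits, cut at about 13% in these data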
Target sequence (P49862 whole entry, looked up): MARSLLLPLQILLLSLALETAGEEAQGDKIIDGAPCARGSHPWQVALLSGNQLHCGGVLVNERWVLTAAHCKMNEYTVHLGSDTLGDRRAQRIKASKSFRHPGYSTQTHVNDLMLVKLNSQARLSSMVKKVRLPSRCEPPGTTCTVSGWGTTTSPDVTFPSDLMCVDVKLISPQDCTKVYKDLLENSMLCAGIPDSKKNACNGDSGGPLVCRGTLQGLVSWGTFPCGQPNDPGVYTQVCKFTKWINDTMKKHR
NPR1 activator: GC-A (human) enzyme activation; activation, % at 10 µM; HEK293 GC-A cells, cGMP TR-FRET, EC30 ANP; 0% at EC30 ANP, 100% saturating ANP; hit rate 0.14% among 370,000; AID 1671463; P16066; in the data active means activation above about 40%
hcDAF12 agonist: activates DAF-12 receptor from parasite H. contortus; HEK293 hcDAF-12 lit1-tk-luc reporter, luminescence; 0% DMSO, 100% Δ7-dafachronic acid; activation, % at 6.8 µM; hit rate 1.4% among 370,000; AID 652067;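 active means activation above the mean of all tested compounds plus 3 SD, cut at about 5.5% in these data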;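 further: 100% = response to 3 µM Δ7-dafachronic acid high control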
DAX1 inh-1: blocks DAX1 repression of SF-1 activated StAR promoter; HEK293T StAR-luciferase reporter, SF-1/DAX-1 repression relief; inhibition, % at 6.8 µM; hit rate 1.1% among 370,000; AID 652010;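 active means inhibition above the mean over all tested compounds plus 3 SD, cut at about 3.6% in these data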;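 further: 0% = DAX-1 cells with DMSO and 100% = cells lacking DAX-1 with DMSO; higher inhibition means more luminescence from relief of DAX-1 repression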
GAA850 FXN act: increases GAA850 frataxin promoter reporter activity; hit rate 0.56% among 360,000; activation, % at 6 µM; HEK293 lucGAA850 FXN promoter luciferase reporter, 24 h; percent of 10 µM SAHA response;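 active means activation above the average of all compounds screened plus 3 SD, cutoff fixed separately per campaign, cut at about 7.5% in these data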;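 further: 0% = DMSO wells and 100% = 10 µM SAHA wells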
hgDAF-12 ag: agonists of H. glycines DAF-12 nuclear receptor; activation, % at 6.8 µM; HEK293 GAL4-hgDAF12 UAS-luciferase reporter, agonist luminescence; normalized to butyrate control; hit rate 1.8% among 370,000;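 active means activation above a cutoff set at the mean of all screened compounds plus 3 SD, cut at about 10% in these data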;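 further: 0% = DMSO wells and 100% = sodium butyrate wells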
DAX1 inh-2: inhibits human nuclear receptor DAX1; P51843; HEK293 Gal4-DAX1 luciferase reporter, luminescence; inhibition, % at 6.75 µM; hit rate 0.99% among 340,000; AID 504766;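 active means inhibition above the mean over all tested compounds plus 3 SD, cut at about 4.2% in these data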;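 further: 0% = DAX1-transfected cells with DMSO and 100% = empty-vector control cells with DMSO; inhibition shows as a rise in luminescence from relieved DAX1 repression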
Target sequence (P51843 207-470 limits assumed): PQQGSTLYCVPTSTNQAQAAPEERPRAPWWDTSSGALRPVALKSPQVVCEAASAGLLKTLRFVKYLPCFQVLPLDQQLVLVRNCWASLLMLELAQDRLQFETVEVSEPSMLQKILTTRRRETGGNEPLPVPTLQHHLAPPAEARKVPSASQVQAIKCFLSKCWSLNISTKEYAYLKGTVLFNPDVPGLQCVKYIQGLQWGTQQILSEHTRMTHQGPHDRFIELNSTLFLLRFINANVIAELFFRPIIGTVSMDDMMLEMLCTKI
ssDAF-12 act: activators of S. stercoralis DAF-12 nuclear receptor. HEK293 ssDAF-12/GRIP1 lit1-tk-luc reporter, luminescence; % of 3 µM dafachronic acid response. activation, % at 6.8 µM. hit rate 1% among 370,000;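 active means activation above the mean over all tested compounds plus 3 SD, cut at about 0.9% in these data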;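 further: 0% = DMSO-only wells and 100% = 3 µM delta7-dafachronic acid wells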
NPR2 activator: GC-B (human) receptor activation; hit rate 0.11% among 370,000; P20594; HEK293-GC-B cells, CNP EC30, cGMP TR-FRET; 0% at EC30 CNP, 100% saturating CNP; activation, % at 10 µM;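 active means activation at 10 µM reaching about 35% in either raw or pattern-adjusted values, limit read from the data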
HGIII-sPLA2 inh: Blocks human group III sPLA2 activity | hit rate 0.56% among 370,000 | QFRET BODIPY PC-A2 liposome hydrolysis, fluorescence | inhibition, % at 12.2 µM | Q9NZ20 | AID 743126;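 active means inhibition above mean plus 3 SD of compounds lying within the high and low control bounds, cut at about 19% in these data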;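 further: 0% = median of test compound wells and 100% = no enzyme DMSO wells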
Target sequence (Q9NZ20 whole entry, looked up): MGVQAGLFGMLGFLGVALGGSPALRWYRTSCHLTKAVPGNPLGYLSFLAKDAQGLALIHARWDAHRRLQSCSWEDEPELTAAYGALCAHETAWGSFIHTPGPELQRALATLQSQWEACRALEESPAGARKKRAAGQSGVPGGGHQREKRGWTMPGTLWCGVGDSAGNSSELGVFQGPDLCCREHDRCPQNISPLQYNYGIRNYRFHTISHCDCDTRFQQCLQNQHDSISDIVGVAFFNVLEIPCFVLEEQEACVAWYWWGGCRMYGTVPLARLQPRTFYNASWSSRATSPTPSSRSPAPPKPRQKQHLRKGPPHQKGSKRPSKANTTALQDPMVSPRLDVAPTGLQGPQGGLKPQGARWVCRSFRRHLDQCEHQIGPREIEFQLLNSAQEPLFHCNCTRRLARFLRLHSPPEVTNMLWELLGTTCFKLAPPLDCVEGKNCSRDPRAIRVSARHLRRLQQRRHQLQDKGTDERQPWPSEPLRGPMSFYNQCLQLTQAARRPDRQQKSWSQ
Active calls of the source: *; nt = not tested or not shown; & = joins results of further samples. An unsorted share of the library; 6.7% or so of the library scored in one or more.

The line under a structure holds: SMARCA2 act	KLK7 zymogen act	NPR1 activator	hcDAF12 agonist	DAX1 inh-1	GAA850 FXN act	hgDAF-12 ag	DAX1 inh-2	ssDAF-12 act	NPR2 activator	HGIII-sPLA2 inh
> CCCOc1ccc(C2C(=O)N(C3CCCCCC3)CC(=O)N2Cc2ccco2)cc1OC (configuration not stated)
 : -1	0.3	0	-3.0	-0.7	5.8	-2.4	-0.7	-1.9	5	-12
> COc1ccc(-c2cc(C(=O)Nc3ccc(S(N)(=O)=O)cc3)c3ccccc3n2)cc1OC
 : 1	131*	6	-3.2	0.4	2.3	1.4	-0.7	-1.3	1	1
> O=C(Cn1nnc(-c2ccncc2)n1)Nc1ccc(F)cc1F
 : -5	0.2	5	-2.3	-1.5	nt	-2.1	nt	-1.4	-7	6
> Brc1ccc(COc2ncnc3ccccc23)cc1
 : -2	-0.1	-4	1.4	0.2	1.1	-1.2	0.0	-1.1	6	-4
> COc1ccc(NC(=O)CN(C)C(=O)c2c(C)nn(Cc3ccc(C)cc3)c2Cl)cc1
 : 0	-0.3	-4	0.3	-1.4	-0.6	-1.2	-0.4	-1.1	6	-4
> CN1CCN(Cc2nc3c(c(=O)n(C)c(=O)n3C)n2CCCc2ccccc2)CC1
 : -1	0.1	-3	0.1	-0.2	0.4	2.3	-1.5	-0.8	-3	2
> c1ccc(-n2nnc3ccccc32)nc1
 : 3	0.2	-5	1.2	0.4	3.1	5.0	0.1	-0.9	0	0
> Cc1ccc(C(C)C)c(OCc2n[nH]c(=S)o2)c1
 : 0	0.7	0	-2.2	-0.6	0.6	-3.7	1.5	-0.3	0	3
> NC(=O)c1ccc(NC(=O)COC(=O)CCSc2ccccc2)cc1
 : -2	0.9	-3	1.1	0.9	2.4	2.8	-1.9	-1.2	-12	-2
> COc1ccc(S(=O)(=O)N2CCN(c3ncnc4c(-c5ccccc5)nsc34)CC2)cc1
 : 2	-1.0	2	2.5	0.2	0.7	0.8	-0.8	-1.3	-9	0
> Cc1noc(C)c1COc1ccccc1C(=O)N(C)CC(=O)Nc1cccc(F)c1
 : -2	-0.6	2	2.0	0.9	1.6	1.7	-0.6	-0.9	0	5
> Cc1ccc(C)c(N2CCN(C(=O)C3CCCN(S(=O)(=O)c4c(C)noc4C)C3)CC2)c1 (configuration not stated)
 : -2	0.0	-2	0.2	0.6	-2.9	0.1	0.6	-0.8	4	-3
> CCCc1c(C)c2c(C)[nH]nc2oc1=O
 : 3	-0.2	2	-1.2	0.0	1.1	-3.1	-0.1	-1.2	7	-2
> O=C(Nc1cccc(Cl)c1)O/N=C\c1ccncc1
 : 5	-0.2	1	-1.9	0.3	0.4	-1.1	0.1	-0.9	1	4
> CS(=O)(=O)c1ccc2nc(NC(=O)C3CCCO3)sc2c1 (configuration not stated)
 : 4	-0.5	-6	0.4	-0.4	0.0	-0.1	0.7	-0.8	2	3
> CC1CCN(CCCn2c(=S)[nH]c3c(sc4ccccc43)c2=O)CC1
 : 6	1.3	7	1.5	0.6	2.6	8.4	-0.2	-0.9	3	14
> O=C(COC(=O)c1cc(=O)[nH]c2ccccc12)Nc1nccs1
 : 2	-28	4	2.5	0.8	2.4	6.3	1.4	0.2	-1	4
> NC(=O)Cn1c(=O)n(Cc2ccccc2)c(=O)c2cccnc21
 : 5	0.2	6	-1.2	0.1	0.7	-3.0	0.1	-1.2	1	14
> Cc1cc(=O)[nH]c(SCCCOc2ccc(F)cc2)n1
 : -2	0.9	6	0.6	-0.7	3.9	-0.1	0.2	-1.1	-8	1
> O=C1NC(=O)C(c2ccccc2)(C2CCCC2)N1 (configuration not stated)
 : -4	-0.5	2	-0.8	-0.4	-2.7	-2.4	1.2	-0.7	4	14
> COc1ccc(CNC(=O)C[C@H]2C[C@H](C(=O)N3CCOCC3)[C@@]3(CCC4CCCC4)c4[nH]c5ccc(Cl)cc5c4CCN3C2=O)cc1OC
 : 1	-0.3	-7	0.3	3.0	0.8	6.0	-0.1	-1.1	-6	6
> O=C1C2CC=C(Cl)CC2C(=O)N1CCN1CCOCC1 (configuration not stated)
 : -2	-0.2	4	-0.2	0.2	0.1	0.8	2.4	-0.9	-9	10
> c1ccc(-c2nc3cnccn3c2Nc2ccc3c(c2)OCCO3)cc1
 : 0	0.6	45*	-2.2	-0.6	-0.8	-2.1	-1.6	-1.6	36*	5
> O=C(O)c1cccc(-n2cccc2/C=C2/NC(=O)N(c3ccc(Cl)cc3)C2=O)c1
 : 6	-0.3	-25	2.6	0.2	-1.0	0.6	-1.1	-0.7	-1	-16
> CC(C)(C)c1ccc(CC(=O)N2CCC2(C)C(=O)Nc2cnc3ccccc3c2)cc1 (configuration not stated)
 : -10	-0.2	-1	-4.2	-3.4	-1.1	-3.7	nt	-1.6	-2	-10
> COc1ccccc1OCC(=O)O
 : -1&-3	-0.3&0.5	-3&2	-1.7&-0.6	0.2&1.1	-4.0&-3.3	0.1&0.2	2.6&0.0	-1.1&-0.7	3&-4	2&-3
> COc1ccc(C(O)C(O)(C(=O)OC(C)C)c2ccc(C)cc2)cc1 (configuration not stated)
 : -5	-0.3	-4	0.1	-0.6	nt	-1.6	nt	-0.9	-2	13
> CCc1nc(SCC(=O)Nc2ccc(C(=O)O)cc2)n[nH]1
 : -2	0.3	3	-1.1	1.2	-0.6	-0.8	0.7	-0.6	3	4
> COc1ccc(O)c(-c2cc(-c3ccccc3Cl)[nH]n2)c1
 : 0	-0.4	7	7.5*	0.6	4.1	7.0	2.5	0.4	-4	-9
> COc1ccccc1C(=O)NCC(=O)OCC(=O)Nc1cccc(S(=O)(=O)N(C)C)c1
 : 2	0.0	-5	-0.9	0.2	1.6	-3.2	0.2	-0.9	0	-5
> COc1cc(-c2nnc(COc3ccc(Cl)cc3C)o2)cc(OC)c1OC
 : 0	0.5	7	-0.7	0.2	-0.1	-2.3	-0.2	-0.9	-9	-4
> COc1ccc2c(CN3CCCCC3)cc(=O)oc2c1
 : -2	23*	3	-0.8	1.2	nt	-0.7	nt	-0.6	-2	8
> CCN1CCN(CCC(=O)Nc2cc(C)ccc2C)CC1
 : 3	-0.2	4	-2.1	0.1	0.9	-0.3	2.4	-0.2	-10	1
> CCCCc1nc2n[nH]c(N)c2c2c1CCCC2
 : 5	-0.1	4	-2.9	-1.1	7.3	-5.2	-0.7	-1.9	-2	4
> Cc1ccc(F)c(S(=O)(=O)NC(=O)C2(C)CCN2C(=O)CCC2CCCC2)c1 (configuration not stated)
 : -1	0.4	4	-1.3	-0.5	-0.7	-0.3	nt	-1.1	8	2
> COCCN(C(=O)CNC(=O)c1ccco1)C(C(=O)NC1CCCCC1)c1cccs1 (configuration not stated)
 : -4	-0.8	-3	-0.5	-1.0	-0.7	0.7	0.8	-0.7	1	12
> CN(Cc1nc(-c2cnccn2)no1)CC1(c2ccccc2)CC1(C)C (configuration not stated)
 : -2	0.6	1	-1.0	1.3	-1.6	1.0	0.0	-1.8	2	-5
> CCOC(=O)CSc1nnc(-c2cccnc2)o1
 : 0	0.8	-3	-0.9	0.0	0.4	-1.5	1.3	-0.6	-7	9
> CC(OC(=O)CCC(=O)N1CCN(S(=O)(=O)c2ccc3ccccc3c2)CC1)C(=O)NC(N)=O (configuration not stated)
 : -1	0.2	0	-0.1	-0.1	2.0	0.5	-0.4	-0.5	1	-6
> O=C1CC(c2cccc(Oc3ccccc3)c2)NC(=O)N1 (configuration not stated)
 : 2	-0.2	12	-1.7	-0.2	-1.4	-0.3	0.6	-1.0	-1	3
> Brc1ccc2oc3c(N4CCOCC4)ncnc3c2c1
 : 5	-0.1	8	1.3	-0.2	5.9	-0.7	2.9	-1.1	3	8
> CC(C)c1nc2c(s1)CCc1onc(-c3ccc(Cl)cc3)c1-2
 : 3	0.2	-5	1.0	-0.2	-0.1	1.4	0.3	-0.7	-1	1
> Cc1ccc(NC(=O)c2cccc(C(=O)OC(C)C)n2)c(Br)c1
 : 3	0.0	1	-1.5	-0.2	1.2	2.7	-0.9	-0.8	-1	3
> CC(=O)N1CCc2cc(Br)cc(S(=O)(=O)N3CCCCCC3)c21
 : -2	0.4	-3	-1.2	1.1	-0.7	0.1	0.5	-0.8	-1	1
> N#C/C(=C\C=C\c1ccccc1)C(=O)Nc1ccccc1
 : -3	-1.0	2	-2.0	-0.3	4.0	0.0	-1.8	-1.4	-8	-3
> C[C@H](NC(=O)c1nc[nH]c1C(=O)NC(c1ccccc1)c1ccccc1)C(=O)OC(C)(C)C
 : -1	0.1	-1	-0.6	-0.5	-0.1	-3.9	1.8	-1.6	5	-7
> COc1ccc(NC(=O)CSc2nnc(-c3ccc(C)cc3)n2N)cc1
 : -3	0.6	0	-1.5	-0.2	-0.2	-2.2	-1.0	-1.5	1	-5
> CCCCN(NC(C)=O)c1nc(Cl)nc(NC(C)C)n1
 : -4	-0.1	7	2.2	-0.3	1.2	-0.9	-0.2	-0.9	2	7
> OCCNc1nc(Nc2ccccc2Cl)nc(N2CCCC2)n1
 : 1	0.1	-3	-1.9	-0.8	2.1	-0.5	-1.2	-1.4	-3	-2
> Cc1ccc(-c2nn3c(C)nnc3s2)cc1NC(=O)c1ccc(OC(C)C)cc1
 : 2	0.6	2	-3.8	-0.6	-0.7	2.2	-1.1	-0.9	-1	5
> COC(=O)c1nnn(Cc2ccccc2)c1N
 : 1	0.4	4	-1.6	0.4	0.1	3.5	0.5	-1.4	3	4
> COc1ccc(CCNC(=O)CSc2nc(-c3ccco3)cc(C(F)(F)F)n2)cc1
 : -1	0.1	-6	-0.8	0.3	1.7	3.4	-0.5	-1.1	-1	-6
> COc1cccc(Sc2nc(-c3ccccc3)ncc2S(C)(=O)=O)c1
 : 6	-0.3	-16	5.4	-0.3	0.5	-1.2	2.3	-0.3	-5	-6
> COc1ccc(CN2C(=O)N(c3ccccc3)C(=O)C2CC(=O)Nc2ccccc2)cc1OC (configuration not stated)
 : 0	0.3	-1	-0.5	-0.4	2.6	-1.0	-0.1	-0.6	0	-4
> Cc1onc(-c2ccccc2Cl)c1C(=O)OCC(=O)Nc1ccc2c(c1)OCO2
 : -3	-0.1	0	-0.4	-0.9	1.3	-0.5	-1.4	-1.9	0	-9
> Cc1sc(=NC(=O)c2ccco2)n(C)c1-c1ccccc1
 : 8	-0.1	-4	3.4	5.5*	5.1	9.7	-0.9	-0.1	-1	-3
> CCOC(=O)C1CCc2nc3ccccc3c(=O)n21 (configuration not stated)
 : -4	-0.4	2	-1.2	-0.1	1.6	2.1	0.0	-1.0	4	4
> CCOc1cc(/C=C2/C(=N)N3N=C(CC)SC3=NC2=O)ccc1OC(=O)c1ccco1
 : -1	-0.1	0	-1.6	-1.9	-0.3	-0.2	0.9	-0.6	0	-17

Source: PubChem BioAssay (several laboratories)
